High-throughput results from PubChem.
NFkB transloc pot = enhances IL-1B driven NFkB nuclear translocation; HUVEC IL-1B NFkB p65 nuclear translocation imaging; 0.3% of 94,000 active; activation, % at 2 µM; AID 819;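 active means activation above 40%, about the mean plus 3 SD, also judged a hit on visual image review; inconclusive means activation above 40% but not a hit on visual review; inactive means activation not above 40% and no visual hit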;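 further: percent activation is computed from the nuclear over cytoplasmic p65 intensity ratio; values of inactives mirror those of a sister screen read the other way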
Bcl-B displacement = displacers of TR3 peptide from Bcl-B, primary screen, selectivity assay for Bfl-1 inhibitor project, biochemical, fluorescence polarization | FP displacement of FITC-TR3 peptide from Bcl-B; higher % means a stronger effect | one-dose displacement, % at 20 µM; IC50 in µM for titrated hits | 0.11% of 96,000 active | AID 748;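 active means displacement above 50% at 20 µM plus a fluorescence interference ratio under 1.5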;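 further: plate controls were wells without compound for no effect and wells lacking Bcl-B protein for full effect; a part of the inactive calls stands beside numbers as strong as those of hits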
IL1B NFkB inh = blocks IL-1B driven NFkB nuclear translocation in HUVEC cells; 0.43% of 94,000 active; HUVEC IL-1B NFkB p65 nuclear translocation imaging; AID 796; inhibition, % at 2 µM;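 active means inhibition above about 30% together with a positive call from visual inspection of the well image, limit read from the data; inconclusive means inhibition above a set limit but visual check negative; inactive means inhibition not above a set limit, visual check negative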;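 further: nuclear over cytoplasmic p65 intensity ratio measured by imaging; 0% = IL-1B stimulated DMSO wells and 100% = unstimulated DMSO wells; values of inactives mirror those of a sister screen read the other way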
PLAP inhibitors HTS = inhibition of human placental alkaline phosphatase – biochemical, luminescence, HTS (AID 690); purified PLAP, luminescent substrate; higher % means a stronger effect; 0.08% of 96,000 active; one-dose inhibition, % at 20 µM; IC50 in µM for titrated hits; in the data active means a potency from the dose series; inactive means the rest, 99 in 100 with inhibition below about 30%; further: strong numbers were not always called active
MRP reversal = MRP-mediated drug resistance reversal. AID 602. 0.04% of 85,000 active. differential viability (reversal), % at 10 µM. H69AR cells + 2 uM doxorubicin, CellTiter-Glo, 72 h;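 active means viability drop by adding the cancer drug above about 55%, with treated viability meeting a 40% cutoff, limit read from the data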;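 further: viability without doxorubicin minus viability with 2 µM doxorubicin for each compound; larger differential means the compound sensitizes cells more to doxorubicin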
MRP reversal cytotoxicity = second read-out of MRP reversal, no call of its own (marks repeat the call); viability, %; H69AR cells, CellTiter-Glo, 72 h; measured here: cytotoxicity without doxorubicin
MRP reversal with doxorubicin = further read-out of MRP reversal, marked with its call; viability, %; measured here: viability with 2 uM doxorubicin; stronger effect = lower value
IL1B NFkB inh cell count 2 µM = also measured in IL1B NFkB inh; calls as there; cell count; measured here: cells passing quality filter;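 raw number of nuclei counted in each imaged well without normalization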
NFkB transloc pot cell count 2 µM = further read-out of NFkB transloc pot, marked with its call; cell count; measured here: cells passing quality filter
Active calls of the source: *. This is a subset; count on the stated rates, not on these rows.

How did O=C1c2ccsc2SCCN1Cc1c(Cl)cccc1Cl do in these assays?
NFkB transloc pot: -1; Bcl-B displacement: 4%; IL1B NFkB inh: 1; PLAP inhibitors HTS: -26%; MRP reversal: 9; MRP reversal cytotoxicity: 95; MRP reversal with doxorubicin: 86; IL1B NFkB inh cell count 2 µM: 94; NFkB transloc pot cell count 2 µM: 94

Results for CC(C)OC(=O)c1cccc(NC(=O)c2ccccc2)c1 ?
NFkB transloc pot: 0; IL1B NFkB inh: 0; MRP reversal: -15; MRP reversal cytotoxicity: 30; MRP reversal with doxorubicin: 45; IL1B NFkB inh cell count 2 µM: 149; NFkB transloc pot cell count 2 µM: 149

What do the screens show for `CCN(CCCNC(=O)C1CCCN(S(=O)(=O)CC)C1)c1cccc(C)c1` (configuration not stated)?
NFkB transloc pot: 5; Bcl-B displacement: -1%; IL1B NFkB inh: -5; PLAP inhibitors HTS: -18%; MRP reversal: -3; MRP reversal cytotoxicity: 62; MRP reversal with doxorubicin: 66; IL1B NFkB inh cell count 2 µM: 113; NFkB transloc pot cell count 2 µM: 113

Results for CC(=O)CC1OC(=O)C(Br)=C1NCc1ccccc1 (configuration not stated) ?
NFkB transloc pot: -20; Bcl-B displacement: 3%; IL1B NFkB inh: 20; PLAP inhibitors HTS: 0%; IL1B NFkB inh cell count 2 µM: 120; NFkB transloc pot cell count 2 µM: 120

How did COc1ccccc1-c1nnc(SCC(=O)OC(C)C)o1 do in these assays?
NFkB transloc pot: -1; Bcl-B displacement: -12%; IL1B NFkB inh: 1; PLAP inhibitors HTS: 4%; MRP reversal: 3; MRP reversal cytotoxicity: 86; MRP reversal with doxorubicin: 83; IL1B NFkB inh cell count 2 µM: 96; NFkB transloc pot cell count 2 µM: 96

What do the screens show for `CCOC(=O)c1[nH]c(C)c(C(=O)OCC(=O)N(CC)C2CCS(=O)(=O)C2)c1C` (configuration not stated)?
NFkB transloc pot: -4; Bcl-B displacement: -16%; IL1B NFkB inh: 4; PLAP inhibitors HTS: -35%; MRP reversal: 3; MRP reversal cytotoxicity: 86; MRP reversal with doxorubicin: 83; IL1B NFkB inh cell count 2 µM: 184; NFkB transloc pot cell count 2 µM: 184

Results for O=C(O)C1Cc2c([nH]c3ccccc23)C(c2ccc3c(c2)OCO3)N1 (configuration not stated) ?
NFkB transloc pot: 24; Bcl-B displacement: 3%; IL1B NFkB inh: -24; PLAP inhibitors HTS: -6%; MRP reversal: 1; MRP reversal cytotoxicity: 100; MRP reversal with doxorubicin: 99; IL1B NFkB inh cell count 2 µM: 162; NFkB transloc pot cell count 2 µM: 162

Results for CN(C)c1cccc2c(S(=O)(=O)Nc3ccccn3)cccc12 ?
NFkB transloc pot: -11; Bcl-B displacement: -5%; IL1B NFkB inh: 12; PLAP inhibitors HTS: 16%; MRP reversal: 2; MRP reversal cytotoxicity: 94; MRP reversal with doxorubicin: 92; IL1B NFkB inh cell count 2 µM: 156; NFkB transloc pot cell count 2 µM: 156

Results for O=C(N/N=C/c1ccc(F)cc1)c1cc(-c2ccco2)nc2ccccc12 ?
Bcl-B displacement: 3µM*; PLAP inhibitors HTS: -14%

What do the screens show for `Cc1ccc(S(=O)(=O)N2CCCCC2C(=O)NCc2ccco2)cc1` (configuration not stated)?
NFkB transloc pot: -2; Bcl-B displacement: 3%; IL1B NFkB inh: 2; PLAP inhibitors HTS: -62%; MRP reversal: -41; MRP reversal cytotoxicity: 44; MRP reversal with doxorubicin: 85; IL1B NFkB inh cell count 2 µM: 152; NFkB transloc pot cell count 2 µM: 152

What do the screens show for `O=C(Nc1cccc2ccccc12)c1onc2c1CCCC2`?
NFkB transloc pot: 29; Bcl-B displacement: 1%; IL1B NFkB inh: -29; PLAP inhibitors HTS: 13%; IL1B NFkB inh cell count 2 µM: 192; NFkB transloc pot cell count 2 µM: 192

How did O=C(NCC(=O)N(Cc1ccccc1)C(C(=O)NC1CCCCC1)c1ccco1)c1ccco1 (configuration not stated) do in these assays?
NFkB transloc pot: 2; IL1B NFkB inh: -2; MRP reversal: -3; MRP reversal cytotoxicity: 75; MRP reversal with doxorubicin: 77; IL1B NFkB inh cell count 2 µM: 79; NFkB transloc pot cell count 2 µM: 79

What do the screens show for `COc1ccc(OCc2cccc(C(=O)N3CCCC3)c2)cc1`?
NFkB transloc pot: 23; IL1B NFkB inh: -23; MRP reversal: 20; MRP reversal cytotoxicity: 93; MRP reversal with doxorubicin: 73; IL1B NFkB inh cell count 2 µM: 104; NFkB transloc pot cell count 2 µM: 104

How did COc1ccc(N(CC(=O)NCCSc2ccccn2)S(C)(=O)=O)cc1Cl do in these assays?
NFkB transloc pot: 20; Bcl-B displacement: -4%; IL1B NFkB inh: -20; PLAP inhibitors HTS: -50%; MRP reversal: 7; MRP reversal cytotoxicity: 93; MRP reversal with doxorubicin: 87; IL1B NFkB inh cell count 2 µM: 136; NFkB transloc pot cell count 2 µM: 136

What do the screens show for `CC(=O)c1cccc(NC(=O)c2ccco2)c1`?
NFkB transloc pot: inconclusive; Bcl-B displacement: -11%; IL1B NFkB inh: -51; PLAP inhibitors HTS: 10%; MRP reversal: -3; MRP reversal cytotoxicity: 81; MRP reversal with doxorubicin: 85; IL1B NFkB inh cell count 2 µM: 119

Results for O=C(Nc1ccc(C(=O)N2CCCC2)cc1)c1ccccc1F ?
NFkB transloc pot: 7; Bcl-B displacement: -2%; IL1B NFkB inh: -7; PLAP inhibitors HTS: -16%; MRP reversal: 0; MRP reversal cytotoxicity: 87; MRP reversal with doxorubicin: 87; IL1B NFkB inh cell count 2 µM: 108; NFkB transloc pot cell count 2 µM: 108

How did Cc1ccccc1-n1nnnc1SCC(N)=O do in these assays?
NFkB transloc pot: 25; Bcl-B displacement: -6%; IL1B NFkB inh: -25; PLAP inhibitors HTS: 8%; MRP reversal: 2; MRP reversal cytotoxicity: 98; MRP reversal with doxorubicin: 95; IL1B NFkB inh cell count 2 µM: 116; NFkB transloc pot cell count 2 µM: 116

Results for COc1ccc(OC)c(NC(=O)C2CCN(S(=O)(=O)c3cccs3)CC2)c1 ?
NFkB transloc pot: 5; Bcl-B displacement: -12%; IL1B NFkB inh: -5; PLAP inhibitors HTS: -3%; MRP reversal: 11; MRP reversal cytotoxicity: 98; MRP reversal with doxorubicin: 87; IL1B NFkB inh cell count 2 µM: 61; NFkB transloc pot cell count 2 µM: 61

What do the screens show for `CCOC(=O)CSC1=C(C#N)C(c2ccc(OC)cc2)C2=C(CC(C)(C)CC2=O)N1` (configuration not stated)?
Bcl-B displacement: -10%; PLAP inhibitors HTS: -14%; MRP reversal: 29; MRP reversal cytotoxicity: 88; MRP reversal with doxorubicin: 59

How did C=CCc1ccc(OCCOCCOc2ccc(C)cc2[N+](=O)[O-])c(OC)c1 do in these assays?
NFkB transloc pot: 13; Bcl-B displacement: -4%; IL1B NFkB inh: -13; PLAP inhibitors HTS: -26%; IL1B NFkB inh cell count 2 µM: 135; NFkB transloc pot cell count 2 µM: 135

What do the screens show for `Cc1cc(N2CCOCC2)nc(NCc2ccccc2)n1`?
NFkB transloc pot: -2; Bcl-B displacement: -7%; IL1B NFkB inh: 2; PLAP inhibitors HTS: -13%; MRP reversal: 0; MRP reversal cytotoxicity: 91; MRP reversal with doxorubicin: 91; IL1B NFkB inh cell count 2 µM: 186; NFkB transloc pot cell count 2 µM: 186

Results for CCOC(=O)c1c(NC(=O)Cc2cccs2)sc2c1CCCC2 ?
NFkB transloc pot: 2; Bcl-B displacement: 19%; IL1B NFkB inh: -2; PLAP inhibitors HTS: -3%; MRP reversal: 4; MRP reversal cytotoxicity: 81; MRP reversal with doxorubicin: 77; IL1B NFkB inh cell count 2 µM: 139; NFkB transloc pot cell count 2 µM: 139

How did Cc1c(C(c2cccc([N+](=O)[O-])c2O)c2c(C)n(C)n(-c3ccccc3)c2=O)c(=O)n(-c2ccccc2)n1C do in these assays?
NFkB transloc pot: 7; Bcl-B displacement: 5%; IL1B NFkB inh: -7; PLAP inhibitors HTS: -2%; IL1B NFkB inh cell count 2 µM: 167; NFkB transloc pot cell count 2 µM: 167

What do the screens show for `O=C(CCC(=O)N(CC(=O)NC1CCCCC1)c1ccc2c(c1)OCO2)Nc1ccccn1`?
Bcl-B displacement: -2%; PLAP inhibitors HTS: -60%; MRP reversal: 16; MRP reversal cytotoxicity: 95; MRP reversal with doxorubicin: 79

What do the screens show for `COc1cc(CC(=O)Nc2sccc2C(N)=O)cc(OC)c1OC`?
NFkB transloc pot: 21; Bcl-B displacement: -22%; IL1B NFkB inh: -21; PLAP inhibitors HTS: -46%; MRP reversal: -1; MRP reversal cytotoxicity: 86; MRP reversal with doxorubicin: 87; IL1B NFkB inh cell count 2 µM: 87; NFkB transloc pot cell count 2 µM: 87

How did Cc1ccccc1NC(=O)C1CCCN1C(=O)NC1CCCCC1 (configuration not stated) do in these assays?
NFkB transloc pot: -4; Bcl-B displacement: -4%; IL1B NFkB inh: 4; PLAP inhibitors HTS: -22%; MRP reversal: -4; MRP reversal cytotoxicity: 93; MRP reversal with doxorubicin: 97; IL1B NFkB inh cell count 2 µM: 116; NFkB transloc pot cell count 2 µM: 116

What do the screens show for `CCCn1c(=O)c2ccccc2n2c(SCc3cc(=O)n4ccsc4n3)nnc12`?
NFkB transloc pot: 11; IL1B NFkB inh: -11; MRP reversal: 10; MRP reversal cytotoxicity: 75; MRP reversal with doxorubicin: 65; IL1B NFkB inh cell count 2 µM: 197; NFkB transloc pot cell count 2 µM: 197

How did Cc1ccc(C)c(OCCn2cc(/C=C(\C#N)C(=O)NCc3cccs3)c3ccccc32)c1 do in these assays?
NFkB transloc pot: 2; Bcl-B displacement: 1%; IL1B NFkB inh: -2; PLAP inhibitors HTS: 16%; IL1B NFkB inh cell count 2 µM: 188; NFkB transloc pot cell count 2 µM: 188

How did O=C(c1cc2cc(Cl)cc(Cl)c2oc1=O)N1CCOCC1 do in these assays?
NFkB transloc pot: 5; Bcl-B displacement: -12%; IL1B NFkB inh: -5; PLAP inhibitors HTS: 16%; IL1B NFkB inh cell count 2 µM: 139; NFkB transloc pot cell count 2 µM: 139

Results for CCS(=O)(=O)c1ccc(NC(=O)c2ccccc2Cl)c(O)c1 ?
NFkB transloc pot: 12; Bcl-B displacement: 12%; IL1B NFkB inh: -12; PLAP inhibitors HTS: -10%; MRP reversal: 7; MRP reversal cytotoxicity: 102; MRP reversal with doxorubicin: 95; IL1B NFkB inh cell count 2 µM: 136; NFkB transloc pot cell count 2 µM: 136

What do the screens show for `CC(C)c1ccc2oc(=O)cc(CN3CCN(c4ccccc4)CC3)c2c1`?
NFkB transloc pot: 11; Bcl-B displacement: -7%; IL1B NFkB inh: -11; PLAP inhibitors HTS: 13%; MRP reversal: 9; MRP reversal cytotoxicity: 97; MRP reversal with doxorubicin: 87; IL1B NFkB inh cell count 2 µM: 61; NFkB transloc pot cell count 2 µM: 61

How did Cc1ccc(OCC(=O)NNC(=O)CCC(=O)NCc2ccccc2)cc1 do in these assays?
NFkB transloc pot: 14; Bcl-B displacement: -14%; IL1B NFkB inh: -14; PLAP inhibitors HTS: -80%; IL1B NFkB inh cell count 2 µM: 166; NFkB transloc pot cell count 2 µM: 166

How did COc1ccc(Cn2nnnc2C(c2ccccc2Cl)N2CCN(C)CC2)cc1 (configuration not stated) do in these assays?
Bcl-B displacement: 2%; PLAP inhibitors HTS: -54%; MRP reversal: 2; MRP reversal cytotoxicity: 100; MRP reversal with doxorubicin: 99

What do the screens show for `O=C(O)C1SCCN1S(=O)(=O)c1ccc2ccccc2c1` (configuration not stated)?
NFkB transloc pot: -9; IL1B NFkB inh: 9; MRP reversal: 2; MRP reversal cytotoxicity: 100; MRP reversal with doxorubicin: 98; IL1B NFkB inh cell count 2 µM: 111; NFkB transloc pot cell count 2 µM: 111
